Source: PubChem (National Center for Advancing Translational Sciences (NCATS))
D1 antagonist: antagonists of human D1 dopamine receptor; P21728; HEK293 TREx D1 cells, calcium flux, dopamine EC80; active compounds read low; activity change, negative = inhibition, % at 10 µM; 360,000 compounds, 3.2% hits; in the data active = activity change below about -30%; also: % is scaled to controls: 0 for no effect and ±100 for the full control effect
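Cells carrying a force-coupled, tetracycline-inducible human D1 receptor report calcium flux. Each well gets a 10 s baseline, compound with 180 s monitoring, then an EC80 dopamine stimulus with a second 180 s kinetic read.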
D1 potentiator: enhances dopamine response at the human D1 receptor | AID 504651 | HEK293 TREx D1 cells, calcium flux, dopamine EC20 potentiation | 360,000 compounds, 0.036% hits | P21728 | potentiation, % at 10 µM; in the data active = potentiation above about 30%; also: 0% is about no effect
TRHR PAM: TRH receptor (human) allosteric enhancement. enhancement, % at 2 µM. P34981. AID 493056. 360,000 compounds, 0.66% hits. TRHR cells, fluo-8 calcium fluorescence, EC20 TRH enhancement; in the data active = enhancement above about 30%; also: 0% is about no effect
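TRHR-expressing cells loaded with fluo-8 calcium dye were read kinetically (ex 480/em 530) during compound addition, then stimulated with an EC20 of TRH (10 nM final). Enhancement of the Gq-mediated intracellular calcium response was scored.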
D1 agonist: human D1 receptor agonism; HEK293 T-REx D1 cells, calcium flux, agonist mode; activation, % at 2 µM; 360,000 compounds, 1% hits; in the data active = activation above about 30%; also: 0% is about no effect
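Agonism was scored from calcium flux recorded over 180 s (1 read/s) after pintool compound addition, following a 10-cycle baseline. Cells were inducible force-coupled HEK293 TREx D1, plated overnight at 30 C and loaded with no-wash calcium dye.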
Apoferritin bind: binds horse apoferritin like a general anesthetic | 350,000 compounds, 0.074% hits | P02791 | apoferritin/1-aminoanthracene competitive binding, fluorescence | Potency, µM (highest dose often 77.5 µM), for the others: at the top dose activity change, negative = displacement, usual class: inhibitors; also: potency is read from the fitted curve at half-maximal effect; % is scaled to controls: 0 for no effect and ±100 for the full control effect; nearly all actives have a fitted effect of over 20% in size
Target sequence (P02791 2-175 limits assumed): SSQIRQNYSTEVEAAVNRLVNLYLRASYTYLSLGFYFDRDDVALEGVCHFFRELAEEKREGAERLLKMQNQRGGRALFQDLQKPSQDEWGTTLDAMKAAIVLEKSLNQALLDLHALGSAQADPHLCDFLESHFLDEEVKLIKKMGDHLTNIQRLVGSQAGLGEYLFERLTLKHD
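Horse-spleen apoferritin (10 uM) was mixed with 50% saturated 1-aminoanthracene in PBS, exposed to compounds for 10 min at room temperature, and read for fluorescence (ex 380 nm, em 535 nm). Competitive displacement was fitted with a four-parameter Hill equation.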
RXFP1 agonist: agonists of human relaxin receptor RXFP1; 370,000 compounds, 0.3% hits; HEK293T-RXFP1 cAMP TR-FRET, 30 min; response scale: percent of porcine relaxin response, buffer zero; Q9HBX9; Potency, µM (highest dose often 57.5 µM), inactives show at the highest dose activation, hits mostly activators; also: potency is read from the fitted curve at half-maximal effect; % is scaled to controls: 0 for no effect and ±100 for the full control effect; nearly all actives have a fitted effect of over 60% in size; many of its hits are not listed in these tables
Target sequence (Q9HBX9 whole entry, looked up): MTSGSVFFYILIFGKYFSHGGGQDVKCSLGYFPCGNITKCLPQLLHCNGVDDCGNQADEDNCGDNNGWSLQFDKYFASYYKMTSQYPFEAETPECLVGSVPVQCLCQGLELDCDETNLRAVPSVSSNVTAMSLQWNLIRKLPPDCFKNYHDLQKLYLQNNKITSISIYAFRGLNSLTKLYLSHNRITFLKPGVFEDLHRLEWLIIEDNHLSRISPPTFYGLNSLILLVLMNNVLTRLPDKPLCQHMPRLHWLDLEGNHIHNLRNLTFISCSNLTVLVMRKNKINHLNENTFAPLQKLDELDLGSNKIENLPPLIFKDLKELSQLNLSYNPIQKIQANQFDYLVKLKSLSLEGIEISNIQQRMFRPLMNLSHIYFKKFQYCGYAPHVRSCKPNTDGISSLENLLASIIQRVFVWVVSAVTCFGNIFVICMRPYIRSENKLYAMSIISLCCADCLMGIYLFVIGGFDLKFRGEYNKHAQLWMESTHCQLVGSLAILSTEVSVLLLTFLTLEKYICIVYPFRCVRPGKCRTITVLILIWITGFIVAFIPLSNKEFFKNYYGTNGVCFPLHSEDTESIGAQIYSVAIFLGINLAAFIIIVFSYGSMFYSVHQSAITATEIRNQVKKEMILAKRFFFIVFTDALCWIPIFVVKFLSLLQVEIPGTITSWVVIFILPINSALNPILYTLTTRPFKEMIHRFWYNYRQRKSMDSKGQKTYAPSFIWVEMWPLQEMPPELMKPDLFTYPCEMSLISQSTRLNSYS
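HEK293T cells stably expressing RXFP1 were pretreated with the PDE4 inhibitor Ro 20174, exposed to compounds for 30 min at 37C, lysed, and cAMP was read by TR-FRET. Data normalized to buffer (basal) and 29 nM porcine relaxin (100%).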
D2 PAM: positive allosteric modulators of human D2 dopamine receptor; HEK293 T-REx D2, calcium flux, EC20 dopamine potentiation; potentiation, % at 10 µM; 340,000 compounds, 0.34% hits; AID 485347;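 active = potentiation over 3 SD above the plate norm, cut at about 30% in these data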; also: 0% is about no effect
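Primary screen. Calcium kinetics in induced HEK293 T-REx D2 cells: compound pre-addition 180 s, EC20 dopamine, 180 s more.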
TRHR ag: TRH receptor (human) agonism; P34981; TRHR cells, calcium flux fluo-8, FDSS agonist mode; activation, % at 2 µM; 360,000 compounds, 0.18% hits; in the data active = activation above about 30%; also: 0% is about no effect
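Steps: seed TRHR cells overnight; add fluo-8 no-wash Ca dye, RT 30 min–1.5 h; record 10 s baseline; pin-transfer compounds; monitor fluorescence 1 cycle/s for the agonist window. Calcium increases flag candidate agonists.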
RXFP1 antag: RXFP1 (human) relaxin receptor antagonism | Q9HBX9 | HEK293-RXFP1, relaxin-stimulated cAMP HTRF, 30 min; active compounds read low | activity change, negative = inhibition, % at 57.5 µM | 350,000 compounds, 0.59% hits;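 active = activity change of -60% or lower, but not beyond a set lower limit; inconclusive = change between -60% and -40%, or beyond the set limit; inactive = change above -40%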; also: % is scaled to controls: 0 for no effect and ±100 for the full control effect
Numbers without * were called inactive; ? = inconclusive; / = not tested or not shown; & = joins results of further samples; [ ] = another dose, or the depositor's remark. Unless noted, calls follow the shape of the dose curve; as a rule, active = well fitted curve in the direction sought with a large enough effect; inconclusive = small, poorly fitted or top-dose-only effect, or another doubt; inactive = no such curve, though single readings can be large; an effect the other way counts as inactive or inconclusive. A portion of the library (hit frequency here may not be typical).

SMILES	D1 antagonist	D1 potentiator	TRHR PAM	D1 agonist	Apoferritin bind	RXFP1 agonist	D2 PAM	TRHR ag	RXFP1 antag
Cc1c(Nc2ncccc2C(=O)O)cccc1C(F)(F)F	24.8	-3.8	-0.3	-2.0	-3.9%	-1.2%	-0.8	0.6	6.5
Cc1cc2c(c(=O)o1)C1O[C@](c3ccsc3)(Cc3cc(C#N)ccc31)O2	-11.4	-0.8	12.4	-0.1	-8.4%[15.3 µM]	1.3%[11.5 µM]	/	-0.1	/
COc1ccc(CC(=O)NNC(=S)Nc2ccccc2)cc1Cl	21.5	-7.6	6.0	1.1	24.0%	-0.5%	/	-0.4	-31.8
COc1ccc(NC(=O)C(C(C)C)N2Cc3ccccc3C2=O)cc1 (configuration not stated)	9.1	1.2	-1.4	-0.7	6.9%	-2.9%	23.2	-0.2	3.8
CCCNC(=O)c1ccccc1NC(=O)c1ccc(CSc2ccccc2)cc1	-45.5*	-8.0	4.8	39.5*	2.2%	0.3%	1.8	-1.7	-22.6
O=C(CSc1nnc(SCC(=O)NCc2ccc3c(c2)OCO3)s1)NCc1ccc2c(c1)OCO2	-6.2	-3.0	-4.6	0.4	-11.1%	1.9%	3.3	-0.5	4.8
CCc1c(C)[nH]n(-c2nc(-c3ccccc3)cs2)c1=O	15.1	-5.8	7.0	-0.5	-11.3%	0.9%	-4.5	-0.3	-20.9
Cc1ccc(C2/C(=C(\O)c3ccc4c(c3)OCCO4)C(=O)C(=O)N2CC2CCCO2)cc1 (configuration not stated)	6.4	-0.6	2.0	4.1	-4.6%	?	8.8	-0.1	7.0
COC(=O)c1ccc(NC(=O)C23CCC(C)(C(=O)O2)C3(C)C)cc1 (configuration not stated)	1.7	0.7	-5.7	-1.1	-16.1%	1.0%	16.7	1.0	7.6
Cc1cccc(C)c1NC(=S)N(Cc1ccco1)C1CCN(C(C)C)CC1	0.0	2.0	11.9	4.3	-7.5%	-1.4%	5.0	-0.2	14.9
COc1ccc(CNC(=O)CCn2nc(C)c3c(C)n(-c4ccccc4)nc3c2=O)c(OC)c1	-3.3&-1.6	-0.3&3.2	2.4&6.9	1.9&3.3	2.1%&-2.5%	0.0%&0.1%	4.4&-0.2	0.3&-1.0	8.4&-8.1
CC(C)(C)C(=O)NC1CC2CCCC(C1)N2C(=O)Nc1ccccc1F (configuration not stated)	3.2	-3.4	3.9	4.6	-10.0%	0.8%	-2.3	0.4	5.8
O=C(C[n+]1ccccc1)NNc1ccccc1	-10.3	-3.4	1.5	-1.4	/	-1.0%	8.1	0.2	/
CCOc1ccccc1CNS(=O)(=O)c1cc(-c2cc(C)no2)ccc1OC	-3.8	-7.2	3.6	8.7	-12.0%	-2.1%	8.2	0.0	3.9
COc1cc(/C=C2/SC(=S)N(CC(=O)Nc3cccnc3)C2=O)cc(OC)c1OC	-9.7	-5.2	-2.3	-0.2	1.2%	3.5%	-5.5	1.5	-13.1
COc1cccc(/C=N/Nc2nc(N3CCCC3)nc(N3CCCC3)n2)c1O	0.9	1.5	-5.2	0.8	-10.6%	-0.5%	10.2	-0.5	-28.4
COc1ccc(C(=O)CCN2CCC(C)CC2)cc1	7.7	0.5	-3.9	4.0	5.3%	1.1%	-11.2	1.4	-4.2
C=CCN1C(=O)C2(c3ccccc31)C1CCCC=C1C(C#N)=C(N)C2(C#N)C#N (configuration not stated)	4.6	-3.6	15.4	22.3	0.4%	-0.7%	7.3	-0.1	-8.8
COc1ccc(-n2c(Cc3cccs3)nnc2SCC(=O)Nc2ccc3c(c2)OCCO3)cc1	8.3	5.6	1.9	2.3	38.2%[activator]	2.4%	2.7	0.0	-16.7
CCOC(=O)N1CCC(N(C(=O)Nc2ccccc2)C(C)CC)CC1 (configuration not stated)	7.9	0.1	-4.8	0.1	-8.2%	1.3%	1.8	-0.1	22.8
Cc1nc(NC(=O)c2ccccc2)sc1-c1csc(Nc2ccc(F)cc2)n1	1.6	1.3	8.7	1.6	2.0%	-0.1%	-3.8	0.6	/
C(#Cc1ccccc1)C[N+]1(CC#Cc2ccccc2)CCCCC1	-4.7	0.1	-11.1	2.6	-11.8%	-0.2%	-2.0	-0.6	-18.0
COc1ccc2oc(C(=O)NNC(=O)c3ccc(F)cc3)c(C)c2c1	-5.3	-10.4	-1.1	0.2	/	0.7%	0.2	0.1	-6.7
COc1ccccc1N(C)S(=O)(=O)c1ccc(C(=O)OCC(=O)N2CCC2)cc1	8.3	-2.5	-4.6	12.1	-14.5%	0.7%	-0.6	0.2	-6.0
COc1cc(C(C)=O)ccc1OCC(=O)c1cc(C)n(C2CC2)c1C	5.1	-1.6	7.7	6.1	-23.6%	0.1%	6.8	-0.4	4.4
CCc1nnc(NC(=O)CCN(c2cc(C)cc(C)c2)S(=O)(=O)c2ccc(Cl)cc2)s1	1.2	11.3	1.0	2.5	-12.9%	-0.4%	0.1	0.4	-4.8
Cc1cccc(NC(=S)NNC(=O)CCn2cc(C)cn2)c1	0.1	-6.0	5.1	6.3	-6.3%	2.5%	45.3*	-0.7	6.8
COc1cccc(C2c3c(oc4cc(C)cc(C)c4c3=O)C(=O)N2CCc2ccc(OC)c(OC)c2)c1 (configuration not stated)	9.8	0.2	-6.1	-0.3	-10.9%	5.6%	-0.8	1.9	-6.3
COc1cc(/C=C2\C(=N)N3N=CSC3=NC2=O)ccc1OS(=O)(=O)c1ccccc1	-11.9	-5.3	0.8	6.0	?	2.5%	-10.6	0.7	-5.0
Cc1ccc([N+](=O)[O-])c2c1C(N1CCCCC1)C(C)(C)O2 (configuration not stated)	-3.9	-6.5	-3.8	1.4	-6.8%	0.2%	-1.1	-0.1	4.9
CCNC(=O)COc1ncnc2scc(-c3ccc(F)cc3)c12	5.7	4.9	-2.2	3.0	-7.1%	4.6%	-0.3	-0.3	-4.1
Clc1ccccc1-c1nnn(Cc2ccc(-c3nn[nH]n3)cc2)n1	-0.5	-2.7	0.7	0.5	-2.1%	1.0%	3.2	0.4	-4.8
CCc1cccc(NC(=O)c2cc(-c3ccccc3)n[nH]2)c1	-7.9	-0.8	3.2	12.3	4.9%	-0.7%	-16.9	-1.1	2.7
Cc1cc(C)n(CCCNC(=O)c2ccc(S(=O)(=O)NCc3ccco3)cc2)n1	2.8	1.5	2.3	1.7	-13.3%	-1.0%	22.5	-0.9	2.3
c1ccc2c(SCc3cn4cccnc4n3)ncnc2c1	31.0	2.0	-12.4	2.2	-9.9%	8.6%	-5.9	-0.2	-10.4
Cc1cc(C)c2[nH]c(=O)c(CN(CC3CCCO3)S(=O)(=O)c3ccc4c(c3)OCCO4)cc2c1 (configuration not stated)	9.0	4.7	2.1	2.4	-9.1%	0.0%	5.6	0.1	-14.5
Nc1ccc(-c2nc3c(Cl)c(N)ccc3[nH]2)cc1	-0.8	-3.5	-5.0	0.2	7.1%	4.4%	/	-0.1	-1.8
COc1ccccc1OCC(=O)Sc1ccc(C)cc1	-2.2	0.2	-0.5	1.0	?	0.2%	-5.2	-0.4	-33.7
CC1CCN(S(=O)(=O)c2ccc3c(ccn3CC(=O)NCc3ccccc3F)c2)CC1	-10.3	-0.7	0.8	9.3	5.3%	3.1%	-3.2	0.8	-7.8
Cc1ccc(S(=O)(=O)/N=C(/c2ccccc2)N2CCOCC2)c(C)c1	11.2	-1.8	-9.4	1.6	-10.4%	1.5%	3.7	0.2	15.3
COc1ccc(S(=O)(=O)NCCC(C)C)cc1OC	-8.1	2.6	3.6	6.3	-6.8%	1.4%	16.5	-0.2	21.6
O=c1c2ccccc2ncn1-c1ccc2c(c1)OCCO2	-18.3	-6.5	1.2	1.5	-22.8%	4.0%	4.9	-0.4	1.9
CCOC(=O)CSc1nc(C)cc(Oc2ccc(=O)n(C)n2)n1	10.1	-6.2	11.1	-3.6	-8.1%	-1.1%	-0.5	1.2	/
CCN(Cc1cnn(C)c1)C(=O)C1CCC(=O)N(CCc2ccc(OC)cc2)C1 (configuration not stated)	5.8	1.0	8.7	0.7	-5.4%	-0.2%	-2.1	0.4	-22.9
Cc1c(C(=O)N2CCC(C)CC2)c(S(=O)(=O)N2CCN(c3ccc(Cl)cc3)CC2)c(C)n1C	2.8	0.7	-9.0	2.7	-11.7%	7.1%	0.7	-1.1	-13.5
Cn1c(CCNS(=O)(=O)c2ccc(F)cc2)nnc1SCc1cccnc1	-7.6	-4.8	2.3	0.6	3.0%	-0.3%	13.1	-0.6	-3.0
CN(CCOc1ccc(Cl)cc1)CC(O)c1ccccc1 (configuration not stated)	-6.1	-5.3	-9.5	33.3*	-7.6%	0.9%	3.0	-1.7	-16.6
O=C(NC1CC1)c1ccc(N2CCCCC2)c([N+](=O)[O-])c1	1.7	4.0	-3.5	0.0	-12.4%	1.4%	2.9	-0.5	5.0
O=C(Oc1ccccc1C(=S)N1CCOCC1)c1ccc([N+](=O)[O-])cc1[N+](=O)[O-]	-5.9	-5.0	-4.8	-3.3	-3.6%	0.4%	-4.2	0.1	3.0
CCC(CC)C(=O)Nc1cccc(C(=O)Nc2ccc3c(c2)OCO3)c1	-26.0	-7.6	9.6	2.4	-15.1%	1.4%	-10.1	0.8	-17.1
COC(=O)c1c(NC(=O)CCN2CCOCC2)sc2c1CCCC2	-3.1	5.3	0.3	1.8	-9.3%	-3.2%	-6.4	-0.9	/
O=C(CCSc1nnc(-c2ccc(O)cc2)o1)N1CCOCC1	-2.3	2.4	-2.1	3.8	-3.4%	-0.2%	-3.5	0.1	22.1
CCOC(=O)C1=CC[C@@H](c2cc3ccc(OC)cc3n2C)N(S(=O)(=O)c2ccc(C)cc2)[C@H]1C(=O)OCC	/	-4.3	-2.5	-2.6	/	2.6%	-13.2	-0.1	/
CC(=O)Nc1ccc(Nc2cc(C(C)C)nc3c(-c4ccccc4)c(C)nn23)cc1	-7.8	-1.2	2.1	9.0	84.4%[activator]	2.2%	10.8	-1.5	-4.5

Record cards (already shown). Screens in order: D1 antagonist	D1 potentiator	TRHR PAM	D1 agonist	Apoferritin bind	RXFP1 agonist	D2 PAM	TRHR ag	RXFP1 antag
O=C(CCSc1nnc(-c2ccc(O)cc2)o1)N1CCOCC1 across the screens: -2.3	2.4	-2.1	3.8	-3.4%	-0.2%	-3.5	0.1	22.1
O=C(Oc1ccccc1C(=S)N1CCOCC1)c1ccc([N+](=O)[O-])cc1[N+](=O)[O-] across the screens: -5.9	-5.0	-4.8	-3.3	-3.6%	0.4%	-4.2	0.1	3.0
